# Bioassay records as filed in PubChem BioAssay.
# ADAM10 inh – human ADAM10 inhibitors, primary screen, biochemical, QFRET, HTS; inhibition, % at 7 µM; actives 0.62% (n = 370,000); Disintegrin and metalloproteinase domain-containing protein 10 (Homo sapiens), O14672; AID 720582, 2013; recombinant ADAM10, EDANS/DABCYL FRET peptide cleavage, 3 h;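 active = inhibition above a per-campaign cutoff equal to the mean of compounds falling between control-based bounds plus 3 SD, cut at about 20% in these data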;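 note: 0% = DMSO wells while the 100% control is not disclosed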
# Target sequence (O14672 214-748 limits assumed): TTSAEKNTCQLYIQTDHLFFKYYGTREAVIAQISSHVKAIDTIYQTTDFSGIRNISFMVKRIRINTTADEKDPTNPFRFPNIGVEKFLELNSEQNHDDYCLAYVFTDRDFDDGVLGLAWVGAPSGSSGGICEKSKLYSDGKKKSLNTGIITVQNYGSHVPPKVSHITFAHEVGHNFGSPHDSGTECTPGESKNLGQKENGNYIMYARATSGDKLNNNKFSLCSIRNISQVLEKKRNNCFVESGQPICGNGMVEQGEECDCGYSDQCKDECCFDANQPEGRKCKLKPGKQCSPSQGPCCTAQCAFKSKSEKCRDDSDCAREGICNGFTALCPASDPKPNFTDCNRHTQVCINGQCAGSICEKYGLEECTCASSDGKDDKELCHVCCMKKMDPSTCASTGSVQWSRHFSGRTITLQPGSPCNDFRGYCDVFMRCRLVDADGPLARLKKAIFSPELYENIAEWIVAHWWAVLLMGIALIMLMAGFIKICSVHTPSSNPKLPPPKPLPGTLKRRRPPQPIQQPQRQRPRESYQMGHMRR
# rCAG binder – binders of r(CAG) RNA repeats, primary screen, biochemical, fluorescence | actives 1.3% (n = 370,000) | r(CAG) RNA repeat, TO-PRO-1 dye displacement fluorescence | inhibition, % at 3 µM | AID 651821, 2012;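 active = inhibition above the plate cutoff, the mean of all test compounds on that plate plus 3 SD, cut at about 35% in these data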;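 note: 0% = DMSO alone and 100% = 100 µM mitoxantrone as full dye displacement; higher means more dye released from RNA so lower well fluorescence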
# ASAP1 inh – inhibitors of human ASAP1 ArfGAP activity, primary screen, biochemical, fluorescence polarization; actives 0.19% (n = 360,000); Arf-GAP with SH3 domain, ANK repeat and PH domain-containing protein 1 (Homo sapiens), …; AID 624377, 2012; ASAP1-stimulated ARF1 GTP hydrolysis, GDP FP detection; inhibition, % at 16.5 µM; in the data active = inhibition above about 25%;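 note: 0% = vehicle with enzyme and substrate and 100% = no enzyme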
# ARFGAP1 inh – inhibitors of rat ARFGAP1 GAP activity, primary screen, biochemical, fluorescence polarization, GDP tracer; AID 651572, 2012; Arfgap1-stimulated ARF1 GTP hydrolysis, GDP FP detection; inhibition, % at 16.5 µM; actives 0.26% (n = 360,000); ADP-ribosylation factor GTPase-activating protein 1 (Rattus norvegicus), Q62848;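 active = inhibition above a per-plate limit, mean inhibition of low control wells plus 3 SD, cut at about 25% in these data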;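 note: 0% = DMSO wells with enzyme and 100% = wells lacking Arfgap1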
#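 Assay system: Rat Arfgap1 GAP domain (His6, aa 1-136), purified enzyme | Buffer or medium: HEPES 25 mM pH 7.5, NaCl 150 mM, MgCl2, DTT | Schedule: GTP hydrolysis reaction 2 h at 25 °C | Signal: FP of antibody-bound GDP Alexa 633 tracer, ex 620/em 688 nm | Measure: Percent inhibition of Arfgap1-stimulated GTP hydrolysis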
# GC-A act – GC-A stimulated cGMP production enhancers – HEK293 GC-A cells, cGMP TR-FRET, EC30 ANP, primary screen | actives 0.14% (n = 370,000) | Atrial natriuretic peptide receptor 1 (Homo sapiens), P16066 | AID 1671463, 2021 | 0% at EC30 ANP, 100% saturating ANP | activation, % at 10 µM; in the data active = activation above about 40%
# GAA850 FXN act – FXN promoter activators, primary screen, cell-based, luciferase luminescence, HEK293 lucGAA850; HEK293 lucGAA850 FXN promoter luciferase reporter, 24 h; percent of 10 µM SAHA response; activation, % at 6 µM; actives 0.56% (n = 360,000); AID 540364, 2011;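 active = activation above the average of all compounds screened plus 3 SD, cutoff fixed separately per campaign, cut at about 7.5% in these data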;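 note: 0% = DMSO wells and 100% = 10 µM SAHA wells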
# proKLK7 act – proKLK7 zymogen activators, primary screen, biochemical, fluorescence intensity; activation, % at 7 µM; purified proKLK7, EDANS-DABCYL substrate fluorescence; 100% is mature enzyme control, 0% vehicle; actives 0.9% (n = 370,000); Kallikrein-7 (Homo sapiens), P49862;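 active = activation above the mean of all tested compounds plus 3 SD, computed per campaign excluding outliers beyond control limits, cut at about 13% in these data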
# DDE Tn6 FP inh – inhibitors of Tn6 peptide binding to fibrin DD(E), primary screen, biochemical, fluorescence polarization, human fibrin, Tn6 probe. Fibrinogen beta chain (Homo sapiens), P02675. Fibrin DD(E) TRITC-Tn6 fluorescence polarization displacement. inhibition, % at 8.3 µM. actives 0.21% (n = 370,000). AID 720509, 2013;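 active = inhibition above a per-campaign cutoff: mean of compounds within control limits plus 3 SD, cut at about 15% in these data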;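 note: 0% = median of all compound wells on the plate and 100% = blocking peptide control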
# Target sequence (P02675 whole entry, looked up): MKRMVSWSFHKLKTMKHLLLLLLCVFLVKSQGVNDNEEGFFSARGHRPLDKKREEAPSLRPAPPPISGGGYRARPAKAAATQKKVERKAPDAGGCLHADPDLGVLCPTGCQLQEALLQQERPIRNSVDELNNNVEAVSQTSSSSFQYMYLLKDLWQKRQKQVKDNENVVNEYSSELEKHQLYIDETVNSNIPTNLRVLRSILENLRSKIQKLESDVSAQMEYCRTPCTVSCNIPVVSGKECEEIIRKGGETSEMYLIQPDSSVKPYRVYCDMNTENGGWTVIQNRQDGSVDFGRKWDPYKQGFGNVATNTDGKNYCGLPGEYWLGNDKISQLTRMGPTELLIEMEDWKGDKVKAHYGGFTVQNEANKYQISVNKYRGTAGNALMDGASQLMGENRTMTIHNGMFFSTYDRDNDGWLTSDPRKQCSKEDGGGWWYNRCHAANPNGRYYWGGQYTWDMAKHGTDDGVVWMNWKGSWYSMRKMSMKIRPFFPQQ
# HGIII-sPLA2 inh – human group III sPLA2 inhibitors, primary screen, biochemical, QFRET, BODIPY PC-A2 liposome substrate; actives 0.56% (n = 370,000); AID 743126, 2013; QFRET BODIPY PC-A2 liposome hydrolysis, fluorescence; Group 3 secretory phospholipase A2 (Homo sapiens), Q9NZ20; inhibition, % at 12.2 µM;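 active = inhibition above mean plus 3 SD of compounds lying within the high and low control bounds, cut at about 19% in these data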;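 note: 0% = median of test compound wells and 100% = no enzyme DMSO wells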
# GC-B act – human GC-B receptor activators, primary screen, HEK293 GC-B cells, cGMP TR-FRET, EC30 CNP. Atrial natriuretic peptide receptor 2 (Homo sapiens), P20594. 0% at EC30 CNP, 100% saturating CNP. activation, % at 10 µM. actives 0.11% (n = 370,000). AID 1920062, 2024;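 active = activation at 10 µM reaching about 35% in either raw or pattern-adjusted values, limit read from the data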
# Active calls of the source: *; i = inactive; / = no result given.
Molecule,GC-B act,proKLK7 act,ADAM10 inh,DDE Tn6 FP inh,ASAP1 inh,rCAG binder,ARFGAP1 inh,GAA850 FXN act,HGIII-sPLA2 inh,GC-A act
COc1ccc(CCNCC(=O)Nc2ccccc2C(F)(F)F)cc1,2,-1.4,-9,-2,-4,-7,-8,1.9,-1,0
O=C(C1CCCO1)N1CCN(C(=S)Nc2cccc(F)c2)CC1 (configuration not stated),2,-0.3,-3,-1,1,-2,7,-0.5,4,3
O=c1[nH]c(-c2ccccc2)c(-c2ccccc2)nc1[N+](=O)[O-],-1,0.8,-6,3,-9,2,-5,2.5,-1,0
N#Cc1cccc(C(c2nnnn2CCc2ccccc2)N2CCN(C3CCCCC3)CC2)c1 (configuration not stated),9,-0.1,-7,10,1,-8,-14,-1.7,-13,0
O=C(CSC1CC(=O)N(CCc2ccccc2)C1=O)Nc1ccc(Br)cc1 (configuration not stated),-12,-0.5,12,-2,-1,7,16,1.8,-43,-12
Cc1ccc(-c2nc(CS(=O)CC(=O)NCc3ccccn3)c(C)o2)cc1 (configuration not stated),-6,-1.0,-12,2,5,2,-3,1.2,-5,3
CCCn1c(NC(=O)CN2C(=O)NC3(CCCCC3)C2=O)nc2ccccc21,2,0.1,-14,-4,16,-4,-2,-0.1,4,1
CCn1cc(NC(=O)Nc2ccc(OC)c(OC)c2)c(C(N)=O)n1,0,-0.5,-12,0,0,0,16,-1.4,8,6
CN(C)c1nc(F)c(F)c(S(=O)(=O)c2ccccc2)c1F,4,0.6,0,-6,-2,2,-1,3.9,4,1
O=C(O)CN(Cc1ccco1)S(=O)(=O)c1ccc(F)cc1,-1,0.2,-14,-10,7,1,0,0.1,3,-1
Nc1[nH]c(C(=O)c2ccccc2)c(-c2ccc(Cl)cc2)c1C(=O)NCc1ccccc1,0,0.1,-12,-2,4,1,3,/,1,-5
Cc1ccc(OCC(=O)c2c(N)n(C)c(=O)n(C)c2=O)c([N+](=O)[O-])n1,-1,0.6,-19,2,1,13,-4,-0.6,2,4
CC(=O)NC12CC3CC(C1)CC(C(=O)N(C)CC(=O)Nc1ccc(F)c(F)c1F)(C3)C2,-1,0.4,-10,-2,12,-1,7,1.4,3,-1
COc1ccc(-c2nc3c4ccccc4ccn3c2Cc2ccccc2C(F)(F)F)cc1OC,-5,-7.1,-55,3,-4,8,4,/,4,-7
Nc1nc(N2CCOCC2)nc(N(c2ccccc2)c2ccccc2)n1,4,0.4,2,-4,3,2,-6,-0.5,1,-4
CCn1c(CSc2ncn[nH]2)nc2cc(C(=O)O)ccc21,1,-0.1,0,0,-6,-2,5,-0.3,3,0
COc1cccc(NC(=O)c2c(C)cc(C)cc2CC(C)(C)C(=O)O)c1,-1,0.2,1,1,5,1,10,-0.4,13,0
CSc1nsc(SCC(=O)Nc2ccccc2F)n1,1,-0.5,0,11,2,-1,-2,3.8,-19,-2
Cc1nnsc1C(=O)N1CCCC1(C)C(=O)O (configuration not stated),2,-0.3,4,-4,7,0,4,-0.1,1,-2
Cc1ccn2c(=O)nc(SCC(=O)NCc3ccccc3)nc2c1,1,0.3,-25,8,-14,11,3,-0.4,-2,1
CCC(=O)Nc1cccc2cccnc12,3,0.7,-9,-11,17,1,8,0.0,1,3
O=C(N[C@@H](Cc1ccccc1)C(=O)N[C@@H](Cc1ccccc1)C(=O)O)OCc1ccccc1,5,0.5,-2,3,11,9,8,-1.6,0,2
Cc1cc(C)c(C)c(OCCCn2ccnc2)c1,-1,-0.2,1,0,8,-4,0,0.1,-9,0
O=C(Nc1ccc(N2CCCC2=O)cc1)c1cccc(F)c1,2,0.2,-7,2,4,-2,1,3.4,5,0
O=C(Nc1ccc(N2CCOCC2)cc1)C1CC1,-4,0.8,5,3,-2,-1,9,-0.1,2,4
O=C1CSC(c2ccccn2)N1c1ccc2ccccc2c1 (configuration not stated),-6,0.1,-5,4,-1,-2,-9,1.5,1,-1
CNC(=O)C(=O)Nc1c(C)cc(C)cc1C,4,-0.5,10,-5,-14,0,11,3.4,5,2
COC(=O)c1ccc(CNC(=O)COC(=O)CCN2C(=O)C3CC=CCC3C2=O)cc1 (configuration not stated),0,0.0,-5,0,-11,-3,3,0.9,4,0
CN(C)c1ccc(CC(=O)N2CCCCC2c2cc(C(=O)Nc3cccc4c3CCCC4)no2)cc1 (configuration not stated),5,0.7,11,1,-1,8,-13,2.0,5,1
O=C(OCc1ccc(Br)cc1)c1ccncc1,1,0.2,-7,4,-5,-1,-1,0.8,5,-2
Cn1c(-c2ccc(C=O)s2)nc2c3ccccc3c3ccccc3c21,-17,-3.1,-169,3,0,14,3,-1.7,6,1
COC(=O)c1ccc(-c2ncc[nH]2)cc1,2,-0.5,-387,2,6,-1,6,2.7,0,0
C/C(=N\NC(=O)Cc1ccccc1)c1ccc(Br)s1,13,0.1,-6,2,2,-2,-5,2.8,3,3
Cc1ccsc1/C=C1/CN(C)Cc2c1nc1ccccc1c2C(=O)O,-2,1.4,-44,5,14,8,7,3.4,-7,4
CN(C)S(=O)(=O)c1cccc(-c2cn3cccnc3n2)c1,1,39*,i,-2,3,3,11,-0.7,3,0
CCOC(=O)CC[C@H]1CC[C@]2(CCCN(S(C)(=O)=O)C2)O1,2,0.0,3,-1,/,1,/,/,7,0

# A portion of the results above:
Molecule,GC-B act,proKLK7 act,ADAM10 inh,DDE Tn6 FP inh,ASAP1 inh,rCAG binder,ARFGAP1 inh,GAA850 FXN act,HGIII-sPLA2 inh,GC-A act
O=C(Nc1ccc(N2CCOCC2)cc1)C1CC1,-4,0.8,5,3,-2,-1,9,-0.1,2,4
O=C1CSC(c2ccccn2)N1c1ccc2ccccc2c1 (configuration not stated),-6,0.1,-5,4,-1,-2,-9,1.5,1,-1

# Remaining list, next part
Molecule,GC-B act,proKLK7 act,ADAM10 inh,DDE Tn6 FP inh,ASAP1 inh,rCAG binder,ARFGAP1 inh,GAA850 FXN act,HGIII-sPLA2 inh,GC-A act
CCOc1ccccc1NC(=O)C1CC2CCCC(C1)C2=O (configuration not stated),6,0.8,4,5,-3,-1,1,-1.6,5,3
Cc1occc1C(=O)NCc1ccccc1,5,0.1,-10,6,-4,1,2,-0.7,-2,-1
Cc1cccc(OCCCC(=O)Nc2ccc(S(=O)(=O)Nc3nccs3)cc2)c1C,0,-0.2,7,4,7,59*,-15,-0.5,-62,0
O=C1Nc2cc(C(=O)N3CCOCC3)ccc2SC1N1CCOCC1 (configuration not stated),3,0.2,-3,8,-5,3,-6,0.3,14,-4
CN(CC(=O)Nc1ccccc1Cl)CC(=O)Nc1cccc2ccccc12,-4,0.2,-6,0,-5,1,-3,-0.7,0,-2
COc1ccc(CC(=O)NCC(c2ccc(OC)cc2)N(C)C)cc1 (configuration not stated),3,0.2,-5,-2,7,-2,7,-0.9,6,3
CCN=C1SC(C(N)=O)CC(=O)N1CC (configuration not stated),0,0.2,-1,0,4,-3,0,1.4,6,4
C=CCN1C(=O)C(Cc2cccc(Cl)c2)S/C1=N/N=C/c1ccco1 (configuration not stated),-2,0.1,7,-1,11,-6,2,-0.1,3,-1
CCc1ccc2c(CN3CCC(C(=O)OC)CC3)cc(=O)oc2c1,-2,0.2,2,-1,-16,2,0,1.9,-11,6
COc1ccccc1N1CCN(Cc2cccc(OC)c2OC)CC1,8,-0.6,2,0,9,-6,4,-1.7,7,3
O=C(COc1ccccc1)Nc1nn[nH]n1,4,-0.8,-1,-3,7,-1,8,-0.5,3,2
Cc1sc(NC(=O)C2CCCCC2C(=O)O)c(C(N)=O)c1-c1ccccc1 (configuration not stated),3,0.0,-7,-7,8,15,9,1.2,2,0
Cc1nnc(N(C)C(=O)c2ccccn2)s1,6,-0.7,-5,11,-12,1,-1,-1.6,-6,8
CC1CCN(C(=O)Nc2ccc3nsnc3c2)CC1,0,10,-177,2,-14,-2,-2,5.9,-2,6
CCC(c1nnnn1-c1ccc2c(c1)OCCO2)N1CCN(c2ccccc2)CC1 (configuration not stated),0,1.1,3,3,-11,2,5,/,4,2
COc1ccc(C(=O)Nc2c3c(nn2C(C)(C)C)CS(=O)(=O)C3)cc1OC,-1,0.3,-3,6,-8,-3,8,-0.7,-4,3
COc1ccc(C(=O)C[n+]2ccc(-c3nnc4n3CCC4)cc2)cc1,3,-4.3,-45,-6,3,-2,-3,3.5,7,4
CC1=C(C(=O)N(C(C)C)C(C)C)CC(CC(=O)NCc2cccs2)C(=O)N1Cc1ccccc1 (configuration not stated),0,0.9,-5,-4,-5,0,6,-0.8,7,-4
CN(Cc1ccccc1)C(=O)c1cccc(NC(=O)Cc2ccc(NC(=O)C3CCN(C(=O)C4CCCCC4)CC3)cc2)c1,-1,0.5,2,1,1,5,-7,-0.4,-30,2
O=C(NC1CC1)c1cccc(NC(=O)C2CC2)c1,4,0.8,-12,3,6,-1,3,-0.8,12,0
COc1ccc(/C=N/S(=O)(=O)c2ccccc2)cc1OC,5,0.7,-27,-7,-7,6,12,2.7,16,0
CCOc1ccc(CNC2CCCCCCC2)cc1OC,2,-0.6,-9,4,4,2,8,-0.6,9,-3
Cc1csc(NC(=O)CSc2nc(=O)[nH]c3c2CCCC3)n1,5,-0.1,-5,-7,4,-1,8,1.0,2,-2
Cc1nc(=O)c(-c2ccccc2)c(C)n1-c1ccccc1Cl,8,0.5,-9,-5,12,-5,17,-0.7,12,-8
Cc1cc(N2C(=O)CC(Cc3ccccc3)C2=O)no1 (configuration not stated),5,-0.2,2,7,-26,1,1,-0.6,4,1
CCOC(=O)Cc1csc(NC(=O)CCc2ccccc2)n1,-2,-0.1,-1,1,-6,-9,-2,1.5,2,5
CCOC(=O)C(C(=O)Nc1nccs1)C1CCCCC1 (configuration not stated),-1,0.2,-16,7,-5,-1,5,2.1,5,0
O=C(NCc1ccccc1F)C1CCCN(C(=O)Nc2ccc(F)cc2)C1 (configuration not stated),-2,-0.6,0,3,-5,-4,6,0.9,0,-1
